# Screens (PubChem)
# NTR1 agonist = agonists of NTR1, primary screen, imaging, U2OS cells, beta-arrestin-GFP, high content (AID 493036); P30989; NTR1-U2OS beta-arrestin-GFP spot imaging, agonist mode; activation, % at 20 µM; 330,000 compounds, 0.17% hits;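 active = activation at or above 40% of the spot to cytoplasm intensity ratio, with at least 20 cells analyzed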;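 also: 0% = DMSO without peptide and 100% = 100 nM NTR1 peptide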
# Target sequence (P30989 whole entry, looked up): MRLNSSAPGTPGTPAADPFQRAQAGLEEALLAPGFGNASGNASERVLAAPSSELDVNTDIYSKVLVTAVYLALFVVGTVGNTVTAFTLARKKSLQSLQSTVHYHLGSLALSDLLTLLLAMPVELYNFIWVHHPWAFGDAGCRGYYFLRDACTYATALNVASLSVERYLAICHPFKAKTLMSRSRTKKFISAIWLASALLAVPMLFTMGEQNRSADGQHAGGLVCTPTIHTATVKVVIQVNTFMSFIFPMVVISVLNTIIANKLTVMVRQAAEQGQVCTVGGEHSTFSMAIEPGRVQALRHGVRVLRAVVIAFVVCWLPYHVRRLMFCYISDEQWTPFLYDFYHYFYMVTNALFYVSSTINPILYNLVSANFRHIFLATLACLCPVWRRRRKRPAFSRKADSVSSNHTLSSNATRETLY
# GPR55 LPI antagonism = inhibition of LPI-stimulated GPR55 beta-arrestin translocation – imaging, U2OS, beta-arrestin-GFP, LPI agonist, primary screen (AID 2013); one-dose inhibition, % at 10 µM; IC50 in µM for titrated hits; 290,000 compounds, 0.13% hits; U2OS GPR55 beta-arrestin-GFP translocation imaging, LPI antagonism; higher % means a stronger effect;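 active = spots per cell inhibited over 60%, with over 100 cells counted and total cytoplasm intensity under 500,000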;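 also: U2OS cells stably carrying GPR55 and arrestin-GFP stimulated by 5 µM LPI near EC80; imaged beta-arrestin-GFP aggregate spots per cell after agonist stimulation; plate controls were LPI-stimulated DMSO wells for no effect and DMSO wells without LPI for full effect; some results filed as inactive read as strong as hits; confirmed hits need IC50 under 10 µM and bright autofluorescent wells are also inconclusive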
# NOD1 NF-kB reporter = NOD1 signaling inhibitors, primary screen, cell-based, luminescence, uHTS (AID 1578); NOD1-driven NF-kB luciferase reporter cells, luminescence; higher % means a stronger effect; inhibition, % at 4 µM; hits with a dose series show EC50 in µM; 290,000 compounds, 1% hits; in the data active = inhibition mostly above about 36%, no sharp cut-off; inactive = mostly below about 34%;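 also: HEK-293T reporter cells stimulated with the NOD1 agonist gamma-tri-DAP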
# GPR55 activation = selective activators of receptor GPR55 – imaging, U2OS cells, beta-arrestin-GFP redistribution, primary screen (AID 1961). U2OS GPR55 beta-arrestin-GFP redistribution imaging; higher % means a stronger effect. one-dose activation, % at 10 µM; EC50 in µM for titrated hits. 290,000 compounds, 0.048% hits;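 active = activation above 40% with more than 50 cells counted in the well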;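 also: U2OS osteosarcoma cells stably expressing GPR55 and beta-arrestin-GFP; plate controls were DMSO negative control for no effect and LPI positive control for full effect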
# KOR beta-arrestin-1 = KOR agonists, beta-arrestin recruitment, primary screen, cell-based, luminescence, uHTS (AID 1777); KOR beta-arrestin recruitment, luminescence; higher % means a stronger effect; activation, % at 10 µM, or EC50 in µM where a hit was titrated; 280,000 compounds, 0.02% hits; in the data active = activation above about 50%, passing the limit was not always enough; also: a part of the inactive calls stands beside numbers as strong as those of hits
# T cell modulator = T cell immune modulation candidate | 2C CD8+ T cell-vesicle binding, flow cytometry; stronger effect = lower value | calls only at 7 µM | 330,000 compounds, 0.068% hits;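 active = response, share of CD8 T cells binding vesicles, and their 90th percentile fluorescence all below set limits, cut at about 80% in these data, passing the limit was not always enough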
#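 Material: 2C TCR transgenic mouse naive CD8+ T cells, MACS-purified. Also added: QL9-charged Drosophila Ld/ICAM-1/B7-1 vesicles. Timing: binding 1.5 h at 37 °C. Measured by: high-throughput flow cytometry with anti-B7-1 and anti-CD8 staining. Read-out: percent CD8+ FL2 mean versus row control. Controls: Unloaded micro-vesicles (low), QL9 vesicles with 0.7% DMSO (high).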
# KOR beta-arrestin-2 = KOR antagonists, beta-arrestin recruitment, cell-based, luminescence, uHTS (AID 1778) | 290,000 compounds, 0.091% hits | KOR beta-arrestin recruitment, luminescence, antagonist mode; higher % means a stronger effect | one-dose inhibition, % at 10 µM; IC50 in µM for titrated hits; also: strong numbers were not always called active
# NOD2 inhibition = inhibition of NOD2-driven NF-kB reporter – cell-based, luminescence, uHTS, HEK293 (AID 1566); 290,000 compounds, 0.63% hits; HEK293 NOD2/NF-kB luciferase reporter, luminescence; higher % means a stronger effect; inhibition, % at 4 µM; hits with a dose series show EC50 in µM; also: many of its hits are not listed in these tables
# Myeloid diff 2 = promotes myeloid progenitor differentiation; ER-HoxA9 myeloid progenitors, lysozyme-GFP differentiation, flow cytometry; calls only at 10 µM; 360,000 compounds, 1% hits;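 active = normalized GFP-positive differentiation at or above the plate's own cutoff, the solvent-only control mean plus 3 SD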;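 also: cells exposed to compound for four days before flow analysis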
# T cell modulator vesicle-bound % = also measured in T cell modulator; calls as there; double positive events, %; measured here: CD8+ vesicle-bound cell fraction;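 binding gate set so that unloaded-vesicle control wells show 10% double positive cells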
# NTR1 agonist cell count 20 µM = also measured in NTR1 agonist; calls as there; cell count; measured here: cell count, cytotoxicity flag
# Myeloid diff 2 GFP+ MAC1+ % = further read-out of Myeloid diff 2, marked with its call; GFP+ MAC1+ double positive, %; measured here: differentiation confirmed by MAC1 staining
# * = called active by the depositor; i = inactive; . = not tested or not shown; + = active, no number; [ ] = remark or other dose. Rule as the data show it, unless noted: active = inhibition above about 50%; inactive = the rest.
SMILES,NTR1 agonist,NTR1 agonist cell count 20 µM,GPR55 LPI antagonism,NOD1 NF-kB reporter,GPR55 activation,KOR beta-arrestin-1,T cell modulator,T cell modulator vesicle-bound %,KOR beta-arrestin-2,NOD2 inhibition,Myeloid diff 2,Myeloid diff 2 GFP+ MAC1+ %
Cn1c(NC(=O)c2ccc(Cl)s2)cc(=O)n(C)c1=O,2.8,45,0%,7%,0.1%,2.4%,i,27,16%,2%,i,0.6
CN(C(=O)COC(=O)c1nc(Cl)ccc1Cl)C1CCS(=O)(=O)C1 (configuration not stated),-0.6,69,23%,-22%,-0.1%,-3.6%,i,17,21%,0%,i,1.0
CN(C)S(=O)(=O)c1ccc(C(=O)OCC(=O)c2ccc(OC(F)F)cc2OC(F)F)cc1,1.1,57,7%,-6%,0.2%,12%,i,39,-1%,19%,i,0.5
CC(=O)c1c(C)[nH]c(C(=O)NCC2CCCCC2)c1C,-0.2,44,4%,-37%,-0.2%,-3.8%,i,22,2%,-15%,i,1.9
CCCCNC(=O)C1(c2ccc(OC)cc2)CCOCC1,-3.2,92,8%,-30%,0.4%,-4.5%,i,39,-25%,6%,i,0.6
Cc1ccc(-c2n[nH]c(=S)n2/N=C/c2sccc2C)cc1,0.3,56,-9%,-8%,0.0%,-0.6%,i,55,22%,-2%,i,0.4
O=C(O)CC1CCCC(c2ccccc2)C1=O (configuration not stated),1.7,97,4%,-15%,-0.2%,2.8%,i,53,10%,5%,i,1.4
COC(=O)C1=CN(Cc2ccc(OC)c(OC)c2)C=C(C(=O)OC)C1c1cccc(F)c1,-0.2,64,19%,-32%,0.3%,-6.9%,i,27,-3%[20 µM],-9%,+,3.5*
COC(=O)c1ccccc1NC(=O)C1CCN(S(=O)(=O)c2cc(C)ccc2OC)CC1,3.6,63,11%,16%,0.0%,-0.7%,i,34,19%,19%,i,0.7
O=S1(=O)CC(O)C(Nc2ccc(Cl)cc2)C1 (configuration not stated),-0.8,59,13%,20%,0.5%,2.4%,i,61,1%,8%,i,0.3
O=C(CSc1nncs1)NC1CCCc2ccccc21 (configuration not stated),-0.4,41,4%,-19%,-0.2%,3.0%,i,31,-2%,13%,i,1.0
Cc1ccc(NC2CCCN(C(=O)CCc3ccncc3)C2)cc1C (configuration not stated),1.4,65,16%,-8%,0.2%,0.9%,i,66,-10%,11%,i,1.5
COc1ccc(-c2nc(CS(=O)CC(=O)NC3CCCC3)c(C)o2)cc1 (configuration not stated),-1.0,50,-3%,5%,0.6%,-2.8%,i,8,-15%,0%,i,2.8
O=C(CCCn1cnc([N+](=O)[O-])n1)Nc1cccc(O)c1,2.1,36,-1%,-23%,-0.4%,0.5%,i,43,-32%,13%,i,0.2
O=C(Nc1ncccc1Cl)c1ccc2c(c1)OCCO2,0.3,48,3%,-39%,-0.3%,0.0%,i,25,-17%,-36%,i,0.2
CCN(C(=O)c1ccc2c(=O)n3c(nc2c1)CCCCC3)c1cc(OC)ccc1OC,-0.3,63,-11%,23%,-0.3%,0.2%,i,44,-45%,-6%,i,5.3
COc1cccc(CN2CCC(CO)(CC3CCCCO3)CC2)c1 (configuration not stated),-0.9,39,4%,-26%,-0.2%,-3.6%,i,35,7%,10%,.,.
COc1cccc(C(=O)N/N=C2/SCC(=O)N2CCc2ccc(OC)c(OC)c2)c1,1.5,45,22%,-25%,0.4%,-1.4%,i,66,1%,11%,i,5.7
CN(C)CCNc1nc2c(c(=O)[nH]c(=O)n2C)n1CCOc1ccccc1,2.4,100,-3%,-1%,0.0%,0.7%,i,48,12%,1%,i,0.3
COc1cc(CCC(=O)OCC(=O)Nc2c(C)cccc2C(C)C)cc(OC)c1OC,0.4,61,12%,-14%,-0.1%,-0.5%,i,25,14%,10%,i,0.1
Cc1csc2c(N3CCC(C(=O)O)CC3)ncnc12,2.0,44,8%,1%,0.0%,4.9%,i,36,10%,9%,i,0.4
Cc1ccc(C)c(NC(=S)N2CCN(c3ccccn3)CC2)c1,1.5,62,15%,-11%,0.4%,-2.0%,i,33,-7%,-32%,i,0.7
O=C(NCc1ccccc1)c1cccc(NC(=O)c2ccco2)c1,0.1,42,-3%,-43%,-0.2%,3.9%,i,34,22%,-20%,i,0.2
CC(C)CCN1C(=O)c2ccc(C(=O)Nc3cccc(S(N)(=O)=O)c3)cc2C1=O,0.2,79,2%,-26%,0.0%,8.0%,i,14,1%,4%,i,0.7
CCC(C)(C(=O)NC1CCCCC1)N(C)C(=O)c1ccc2c(c1)OCO2 (configuration not stated),0.2,100,10%,10%,-0.1%,-7.0%,i,51,24%,15%,i,1.3
COc1cc(C(=O)N(CCc2ccccc2)C2=CC3CCC(C2)N3C)cc(OC)c1OC (configuration not stated),1.1,34,2%,-4%,0.5%,-3.1%,i,54,17%,16%,i,0.4
CC(C)N(C(=O)N1CCC(c2nc(-c3ccncc3)no2)CC1)C(C)C,0.1,45,-8%,6%,0.2%,-4.8%,i,5,16%,8%,i,7.9
CC(C)CNC(=S)N(CCN(C)C)Cc1cc2cc3c(cc2[nH]c1=O)OCCO3,2.1,62,12%,1%,0.4%,0.2%,i,12,0%,6%,i,0.2
COc1ccc(-n2nc3cc(C)c(NC(=O)CC(C)C)cc3n2)cc1,.,.,6%,-30%,-0.2%,1.6%,.,.,8%,-35%,.,.
Cc1cc(C)cc(NC2=C(N)C(=O)c3ccccc3C2=O)c1,1.6,93,7%,-4%,0.0%,-0.4%,i,26,14%,-13%,i,0.7
COC(=O)c1cnc(SC)nc1C,-2.1,82,0%,-16%,-0.2%,-0.1%,i,30,-6%,-9%,i,0.5
Cc1ccc(C(=O)NCCOc2cccc(C)c2)cc1,2.3,94,-6%,-40%,0.2%,-4.9%,i,52,5%[20 µM],-49%,i,0.0
Cc1cccc(NC(=O)CN2C(=O)/C(=C3\SC(=S)N(CC4CCCO4)C3=O)c3ccccc32)c1 (configuration not stated),0.7,57,14%,-56%,-0.1%,3.9%,i,9,4%,11%,i,3.5
CCn1ncc(Br)c1C(=O)Nc1ccccc1OC,2.1,44,12%,-11%,-0.6%,-4.8%,i,23,-2%,9%,i,0.1
O=C(N=Nc1c(O)[nH]c2ccc([N+](=O)[O-])cc12)c1ccccc1Cl,2.7,63,-2%,-7%,-0.2%,-7.0%,i,36,21%,8%,i,0.1
CCOC(=O)c1c(NC(=O)CSc2nnc(-c3ccco3)o2)sc(C(C)=O)c1C,1.5,59,18%,-29%,-0.2%,2.8%,i,52,-73%,4%,i,0.5
Cc1ccc(NC(=O)C(NCc2ccccn2)c2ccccc2)cc1 (configuration not stated),1.7,63,5%,-14%,-0.3%,-2.6%,i,49,21%,-8%,i,0.3
O=C(NC1CCN(C(=S)Nc2ccc(Cl)cc2)CC1)C1CCCCC1,1.7,58,4%,29%,-0.1%,8.2%,i,34,-39%,-12%,i,0.3
O=C(NNC(=O)c1ccccc1O)c1ccc(Cl)cc1,-1.1,83,6%,-12%,-0.2%,1.3%,i,20,-20%,-31%,i,0.5
Cc1ccc(-c2csc(N3N=C(c4ccccc4)/C(=C\c4ccc(N(C)C)cc4)C3=O)n2)cc1,-0.4,96,10%,-21%,-0.1%,0.6%,i,25,25%,-2%,.,.
COCCn1c(-c2ccc(Br)cc2)csc1=Nc1cccnc1,3.1,47,5%,9%,0.1%,-4.8%,i,8,-1%,22%,i,0.2
S=c1[nH]ncn1/N=C/c1ccc(N2CCOCC2)cc1,0.4,89,6%,-12%,0.5%,-6.8%,i,55,14%,-46%,i,1.6
O=C(NCc1ccccc1C(F)(F)F)C1CC(O)CN1C(=O)Nc1ccccc1 (configuration not stated),-1.0,62,-7%,-17%,-0.1%,-0.2%,i,55,-31%[20 µM],6%,i,1.0
CCOC(=O)C1(C(=O)O)NC(=O)CC1c1ccccc1 (configuration not stated),0.4,58,1%,8%,0.2%,4.9%,i,9,-24%,14%,i,5.7
O=C(NCCN1CCN(c2ccccc2)CC1)c1cccn2c(=O)c3ccccc3nc12,17,47,-3%,-10%,0.2%,-2.7%,i,25,-26%,-10%,i,0.9
Nc1ccc2nc3n(c(=O)c2c1)CCC3,-0.7,103,2%,8%,-0.2%,-5.3%,i,20,22%,7%,i,3.9
S=c1[nH]nc(-c2ccc3ccccc3n2)n1-c1ccccc1,3.1,66,6%,-7%,0.0%,-1.2%,i,40,-29%,16%,i,0.7
O=C(CNc1ccc(Br)cc1)NNC1=NCCC1,1.3,60,7%,-36%,-0.2%,-2.4%,i,45,26%,8%,i,0.6
CCc1ccc(N(CC(=O)NC(C)C)C(=O)CCC(=O)Nc2nccs2)cc1,-0.1,57,6%,-2%,0.0%,2.0%,i,7,3%,-2%,i,0.4
C=CCn1c(SCC(=O)N(C)C2CCS(=O)(=O)C2)nnc1-c1ccncc1 (configuration not stated),1.5,44,23%,-22%,0.0%,2.1%,i,11,-19%,-11%,i,0.8
Cc1c(C)c2c(OCC(=O)NCc3ccncc3)cc3c(c2oc1=O)CCC(C)(C)O3,1.1,83,-5%,-26%,0.4%,-0.1%,i,23,-12%[20 µM],28%,i,2.8

# Rewritten as tab-separated lines: 4 of the compounds above
Compound	NTR1 agonist	NTR1 agonist cell count 20 µM	GPR55 LPI antagonism	NOD1 NF-kB reporter	GPR55 activation	KOR beta-arrestin-1	T cell modulator	T cell modulator vesicle-bound %	KOR beta-arrestin-2	NOD2 inhibition	Myeloid diff 2	Myeloid diff 2 GFP+ MAC1+ %
Cc1ccc(C(=O)NCCOc2cccc(C)c2)cc1	2.3	94	-6%	-40%	0.2%	-4.9%	i	52	5%[20 µM]	-49%	i	0.0
CCc1ccc(N(CC(=O)NC(C)C)C(=O)CCC(=O)Nc2nccs2)cc1	-0.1	57	6%	-2%	0.0%	2.0%	i	7	3%	-2%	i	0.4
COc1cccc(CN2CCC(CO)(CC3CCCCO3)CC2)c1 (configuration not stated)	-0.9	39	4%	-26%	-0.2%	-3.6%	i	35	7%	10%	.	.
COC(=O)c1ccccc1NC(=O)C1CCN(S(=O)(=O)c2cc(C)ccc2OC)CC1	3.6	63	11%	16%	0.0%	-0.7%	i	34	19%	19%	i	0.7

# Some of the compounds tested; rates above refer to the full screens.
